SRC3 inh = human NCOA3 inhibition; HEK293 GAL4-SRC3 luciferase reporter, luminescence; 360,000 compounds, 0.17% hits; Q9Y6Q9; inhibition, % at 3.6 µM; AID 588352;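 active = inhibition above a per-campaign cutoff, the mean of all compounds plus 3 SD, cut at about 60% in these data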;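 note: 0% = DMSO-treated cells and 100% = gossypol-treated cells at 36 µM; higher means less SRC3-driven luciferase light from the GAL4 reporter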
NR2F2 inh = blocks human COUP-TFII nuclear receptor. inhibition, % at 8.6 µM. AID 686940. 370,000 compounds, 0.7% hits. HEK293T NGFI-A luciferase reporter, luminescence. P24468;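 active = inhibition above a per-plate cutoff, mean inhibition of test wells between control levels plus 3 SD, cut at about 38% in these data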;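 note: cells cotransfected with COUP-TFII expression vector driving the NGFI-A reporter; 0% = median of COUP-TF2 test wells and 100% = reporter-only cells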
NR5A2 inv ag = suppresses constitutive activity of human LRH-1; O00482; HEK293T StAR-luciferase reporter, LRH-1 transfected, 24 h; inhibition, % at 3.6 µM; 360,000 compounds, 0.13% hits; AID 602396;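 active = inhibition above the mean inhibition of all tested compounds plus 3 SD, cut at about 73% in these data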;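 note: 0% = DMSO wells and 100% = reporter-only cells lacking LRH-1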
Target sequence (O00482 whole entry, looked up): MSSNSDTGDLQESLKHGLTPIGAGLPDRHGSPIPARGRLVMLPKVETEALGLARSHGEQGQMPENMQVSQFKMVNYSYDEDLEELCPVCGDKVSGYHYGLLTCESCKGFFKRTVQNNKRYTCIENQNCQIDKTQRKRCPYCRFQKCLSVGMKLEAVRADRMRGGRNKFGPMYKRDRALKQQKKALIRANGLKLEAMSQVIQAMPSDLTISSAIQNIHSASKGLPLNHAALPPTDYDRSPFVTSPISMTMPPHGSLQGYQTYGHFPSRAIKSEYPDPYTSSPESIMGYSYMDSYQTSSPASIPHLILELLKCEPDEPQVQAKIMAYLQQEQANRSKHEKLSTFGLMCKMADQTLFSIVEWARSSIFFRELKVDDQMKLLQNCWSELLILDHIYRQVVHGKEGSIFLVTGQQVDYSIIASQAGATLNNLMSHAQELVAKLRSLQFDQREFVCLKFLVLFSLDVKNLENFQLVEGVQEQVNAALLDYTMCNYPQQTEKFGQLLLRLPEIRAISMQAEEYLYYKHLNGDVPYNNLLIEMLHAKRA
ABHD5 PLIN5 PPI = ABHD5-PLIN5 protein interaction inhibition; Q00G26+Q8WTS1; Split G. princeps luciferase complementation, luminescence, 4 h; inhibition, % at 4 µM; 360,000 compounds, 0.78% hits; AID 602281;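 active = inhibition above the mean inhibition across every tested compound plus 3 SD, cut at about 22% in these data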;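 note: 0% = DMSO only wells and the 100% control is not disclosed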
EBV LMP1 NFkB = reduces LMP1-driven NF-kappaB luciferase signal; LMP1-induced NF-kappaB luciferase reporter cells, luminescence; inhibition, % at 12.5 µM; 350,000 compounds, 0.69% hits; AID 504558; in the data active = inhibition above about 41%;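 note: 0% = neutral control wells and 100% = reference inhibitor control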
NOD2 RIPK2 PPI = blocks binding of human NOD2 to RIPK2; CHO BLA complementation NOD2-RIPK2, CCF4 ratio; inhibition, % at 4.98 µM; 360,000 compounds, 0.38% hits; AID 624267; in the data active = inhibition above about 21%;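 note: 0% = vehicle only and 100% = reference blocker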
Target sequence (O43353 whole entry, looked up): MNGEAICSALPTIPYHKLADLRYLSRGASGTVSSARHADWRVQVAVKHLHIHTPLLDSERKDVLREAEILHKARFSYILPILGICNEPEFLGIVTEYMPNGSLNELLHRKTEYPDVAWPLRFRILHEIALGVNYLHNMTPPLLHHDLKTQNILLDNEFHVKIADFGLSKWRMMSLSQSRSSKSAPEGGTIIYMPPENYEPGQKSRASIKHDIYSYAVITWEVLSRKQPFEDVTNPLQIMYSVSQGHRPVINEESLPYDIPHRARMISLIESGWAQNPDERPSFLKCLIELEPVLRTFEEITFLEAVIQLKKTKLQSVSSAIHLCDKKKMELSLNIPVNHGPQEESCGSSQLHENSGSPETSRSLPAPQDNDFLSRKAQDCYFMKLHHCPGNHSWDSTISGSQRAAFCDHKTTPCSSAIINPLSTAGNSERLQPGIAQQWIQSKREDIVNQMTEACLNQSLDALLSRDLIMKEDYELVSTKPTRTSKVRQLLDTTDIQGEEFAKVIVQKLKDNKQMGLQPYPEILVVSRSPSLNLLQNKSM
MC4R ag barr = human MC4R agonism via beta-arrestin; P32245; U2OS MC4R beta-arrestin complementation, luminescence; percent of melanotan II response, DMSO zero; activation, % at 8.9 µM; 360,000 compounds, 0.98% hits;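 active = activation above a per-plate cutoff, the mean activation of sample wells on that plate plus 3 SD, cut at about 8% in these data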
NCOA1 inh = human NCOA1 inhibition; inhibition, % at 3.6 µM; HEK293 GAL4-SRC1 luciferase reporter, luminescence; Q15788; 360,000 compounds, 0.12% hits; AID 588354;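 active = inhibition above the campaign mean plus 3 SD, with each screening campaign given its own cutoff, cut at about 60% in these data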;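 note: 0% = DMSO treated cells and 100% = gossypol at 36 µM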
MC4R antagonist = antagonists of human melanocortin 4 receptor (MC4R); MC4R-expressing cells, MTII-stimulated cAMP, LANCE TR-FRET; AID 540295; 360,000 compounds, 0.48% hits; inhibition, % at 6.5 µM;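 active = inhibition above its plate's cutoff, the mean of tested wells on that plate plus 3 SD, cut at about 29% in these data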;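 note: 0% = Melanotan II alone and 100% = Melanotan II plus saturating MCL0020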
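Material: human MC4R-expressing U2OS cells. Probe or stimulus: Melanotan II challenge. Dosing: 6.5 µM single dose. Times: 30-min compound, 1-h challenge, 1-h detection, room temperature. Technique: TR-FRET with Eu-cAMP and labeled anti-cAMP, 671 nm. Replication: singlicate.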
TLR9-MyD88 inh = blocks human TLR9 binding to MyD88; inhibition, % at 4.98 µM; CHO BLA complementation TLR9-MyD88, CCF4 FRET ratio; AID 504734; 340,000 compounds, 0.21% hits;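 active = inhibition above the mean over all tested compounds plus 3 SD, cut at about 21% in these data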;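 note: 0% = DMSO only wells and 100% = clavulanate BLA inhibitor control wells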
NCOA2 inhibitor = human SRC2 (NCOA2) inhibition; Q15596; HEK293 GAL4-SRC2 luciferase reporter, luminescence; inhibition, % at 9 µM; 370,000 compounds, 0.17% hits; AID 651957;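 active = inhibition above the mean inhibition of all tested compounds plus 3 SD, set per campaign, cut at about 52% in these data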;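 note: 0% = DMSO treated cells and 100% = cells given Gossypol at 36 µM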
The depositor's hits bear a star; . = no result given. Only part of the results is shown; the hit share may differ from the screen's.

smiles	NR5A2 inv ag	NCOA1 inh	NOD2 RIPK2 PPI	MC4R ag barr	ABHD5 PLIN5 PPI	NCOA2 inhibitor	TLR9-MyD88 inh	SRC3 inh	NR2F2 inh	EBV LMP1 NFkB	MC4R antagonist
Cc1cccc(CCNCc2c(C(=O)O)c(C)n(-c3ccccc3)c2C)c1	-14	10	2	1.1	2	-18	2	15	5	-8	-4
Cc1nn(CC(=O)Nc2ccc3c(c2)nc(CCN2CCCCC2)n3C)c(=O)c2ccccc12	18	-2	-13	-0.5	13	-6	3	10	-17	12	-4
Cc1c(C(=O)NCCc2ccccc2)oc2ccccc12	-94	-124	-10	-2.0	5	-77	-2	-103	-55	-31	3
C=CCC(O)(CC=C)CNC(=O)c1ccc(OC)c(OC2CCN(C(C)=O)CC2)c1	7	11	4	0.5	-1	-18	4	-10	6	-13	0
C/C(=N\NC(=S)Nc1cc(S(=O)(=O)N2CCOCC2)ccc1Cl)c1ccc(N2CCOCC2)cc1	5	-11	7	-1.3	-11	11	3	7	18	-2	18
CC(C)NC(=O)N(C)C[C@H]1OCc2cnnn2CCCC(=O)N([C@@H](C)CO)C[C@H]1C	1	0	-16	-0.3	5	19	-5	7	-10	-2	5
Cc1noc(C)c1C(=O)Nc1sc(C)c(-c2ccccc2)c1C#N	0	0	1	1.3	-2	8	0	12	9	5	11
O=C(CN1C(=O)NC2(CCCCCC2)C1=O)NCCc1ccccc1	-39	-4	-5	0.7	-4	-3	7	-11	-10	-7	7
CCc1nnc(NS(=O)(=O)c2ccc(NC(=O)c3ccco3)cc2)s1	-5	13	5	0.5	14	-2	5	1	-18	-4	4
CCC(C)NS(=O)(=O)c1ccc(NC(=O)C2CCN(C(=O)c3ccco3)CC2)cc1 (configuration not stated)	-9	3	2	0.5	4	-16	2	15	1	0	9
O=C(Nc1cccc(NC(=O)c2ccco2)c1)c1ccc2c(c1)OCO2	-11	-38	2	-3.6	-2	-29	2	-4	-16	6	4
CCOC(=O)Cc1csc(NC(=O)CSc2nc(=O)[nH]c3c2CCCC3)n1	10	-4	-1	-2.1	-3	-5	-1	7	2	1	8
COc1ccc(C(=O)N2CC=C(c3ccccc3)CC2)cc1S(=O)(=O)N1CCOCC1	-6	-15	1	-1.0	2	-28	-10	-20	7	1	17
Cc1nc2c3ccccc3nc(NNC(=O)CCC(=O)N3CCN(c4ccc(F)cc4)CC3)n2n1	14	5	-2	-2.0	3	11	1	10	-8	9	11
CCc1cc2c(-c3ccccc3)cc(=O)oc2cc1OC(=O)c1cccs1	-6	-3	-1	-0.7	1	-38	4	6	-16	-2	7
CC1=CN2C(=N)/C(=C/c3ccc(Sc4ccc(C)cc4)o3)C(=O)N=C2S1	-8	1	3	-2.4	-1	-23	-4	-10	14	-5	-1
CC1CCCN(c2ccc(C(=O)Nc3ccc4c(c3)OCO4)cc2[N+](=O)[O-])C1 (configuration not stated)	-1	7	-3	-1.2	-1	-9	-4	1	6	4	3
Cn1[nH]c(C(F)(F)F)c(C=NCc2ccc(Cl)cc2)c1=O	-2	0	-2	-1.7	3	10	-1	-3	2	-2	8
CCOC(=O)c1cc(-c2ccccc2)nc2c(O)cccc12	32	6	-1	1.0	-4	21	-6	3	-5	1	4
COC(=O)C1(NC(=O)NC23CC4CC(CC(C4)C2)C3)CCCCC1	-7	1	4	-3.0	-1	-3	-2	0	-21	2	4
O=C(c1cnc(Cl)c(Cl)c1)N1CCN(S(=O)(=O)c2cccs2)CC1	-2	-10	-6	-1.2	0	12	-21	5	-10	4	3
COc1cccc(C(=O)N/N=C/c2ccc(OC3CSC3)cc2)c1	-23	4	-7	3.5	0	-41	-13	24	-36	-47	8
CC1(C)N=C(N)NC(=NCCCOc2ccc([N+](=O)[O-])cc2)N1	20	6	-3	.	3	.	.	18	.	.	.
Cc1ccc(S(=O)(=O)N2CCN(C(=O)COC(=O)/C=C/c3ccc(OC(F)F)cc3)CC2)cc1	8	-2	4	-1.7	2	1	-3	1	-10	-2	1
CC(=O)Nc1ccc(S(=O)(=O)Nc2cc(-c3ccccc3)nn2C)cc1	-1	-6	-3	-1.5	-3	-13	.	10	-2	4	3
CN1CCN(C(=O)c2ccccc2NC(=O)c2ccccc2)CC1	20	5	-8	-4.0	-8	16	1	-16	-5	-19	1
CC1Cc2nc(SCC(=O)N3CCN(c4ccccc4)CC3)n(CCc3ccccc3)c(=O)c2S1 (configuration not stated)	13	-7	8	0.4	7	1	-4	20	20	37	2
CC(=O)N(C(C)=O)c1nc2nc(C)cc(C)n2n1	-10	0	-6	-1.5	5	16	-7	8	8	-3	1
CCOc1ccc(OCCC(=O)N(CC)CC(=O)NCc2ccc(Cl)cc2)cc1	11	-11	-17	-0.9	6	-10	-12	-5	-4	-2	3
Cn1nc([N+](=O)[O-])nc1Oc1ccccc1C(=O)N1CCOCC1	-7	-19	-9	-1.9	-3	-26	2	21	-2	-3	0
CC(C)N1CCc2c(sc(NC(=O)c3cc4cc([N+](=O)[O-])ccc4s3)c2C(N)=O)C1	12	2	-6	-2.2	0	7	3	3	13	2	-4
COc1cc(/C=C/C(=O)OCC(=O)NCc2ccccc2OC)ccc1O	0	-3	-10	-0.3	4	-18	-1	5	2	2	-4
COc1cccc(N2C(=O)CC(c3c[nH]c4ccccc34)C2=O)c1 (configuration not stated)	-23	-16	2	0.4	1	-28	-9	-15	-5	-9	3
CCCCc1ccc(NC(=O)CSCc2cc(=O)[nH][nH]2)cc1	-23	-14	5	-1.4	6	8	9	-4	12	1	4
Cc1ccc2c(c1)c1c(n2CC(O)Cn2c(C)nc3ccccc32)C(=O)CCC1 (configuration not stated)	-1	-1	-1	1.1	16	-2	3	-13	17	1	11
COC(=O)C1=C(C)N(CCCC(=O)O)C(=O)NC1c1cccc(Cl)c1Cl (configuration not stated)	-23	-31	-3	-1.4	3	1	0	-25	2	51*	4
COC(=O)c1c(NC(=O)CSc2nncs2)sc2c1CCCCC2	-4	-11	0	-0.3	0	6	3	-19	6	-23	13
c1ccc(C[C@H]2CNCCN2CC2(c3ccccc3)CC2)cc1	2	-6	-2	-1.1	5	24	-5	-2	-16	-5	6
O=C(Cn1cc(C(F)(F)F)ccc1=O)N/N=C/c1ccc(Cl)c(Cl)c1	3	16	-8	13*	6	-24	-12	18	10	12	19
CCOc1ccc(C(=O)NCC(=O)N2CC=C(c3ccccc3)CC2)cc1OCC	4	-10	4	-2.4	1	-13	-2	-7	16	8	-5
CCOC(=O)CCSc1nc2c(c(C(F)(F)F)c1C#N)CCC2	1	-10	0	1.0	-3	18	-20	2	-6	-13	0
CC(=O)c1ccc(N2CCN(C(=O)c3cc(-c4ccncc4)nc4ccc(Cl)cc34)CC2)cc1	13	-2	11	1.3	4	-16	-1	-12	10	-14	-6
CCc1nnc(NC(=O)CS(=O)(=O)Cc2ccccc2)s1	-15	-30	3	0.8	7	-5	0	1	6	-2	19
O=C1CCc2ccccc2O1	13	-9	3	-1.8	-6	-8	1	20	-20	-1	11
Cc1cccc(C(=O)OCC(=O)NNC(=O)c2cccs2)c1O	1	25	-13	-3.0	9	13	-3	5	-19	-1	7
OC[C@@H]1CN(Cc2ccc(-c3ccccc3)cc2)C[C@H](n2cnc3c(NCc4ccco4)ncnc32)O1	54	16	3	-0.8	12	22	.	16	52*	.	8
COc1ccc(OS(=O)(=O)c2c(C)noc2C)cc1	16	-9	-2	0.2	2	-23	-2	-23	-3	-11	1
N#Cc1ccccc1OCC(=O)NC(=O)NCc1ccccc1	3	1	-8	0.1	1	-7	-3	0	-17	-3	-1
O=S(=O)(c1cccc(F)c1)N1CCN(c2ncnc3scc(-c4ccc(F)cc4)c23)CC1	-16	14	3	-3.1	6	8	0	11	-12	-12	1
COc1ccc(Nc2nc3ccccc3s2)cc1	-121	-96	1	0.4	-3	-102	-5	-108	-42	-50	14
CC(C)C(NS(=O)(=O)c1cccs1)C(=O)NCc1ccccc1 (configuration not stated)	5	9	-11	2.1	5	11	-7	11	2	-2	-4
CC(=NCCc1ccccc1)C1=C(O)CCC1=O	16	-4	-6	0.4	2	-2	-9	14	-14	0	-3
O=C(NC1CCCC1)C(c1ccc(F)cc1)N(Cc1ccccc1Cl)C(=O)CCl (configuration not stated)	-14	1	-2	0.9	7	18	-4	15	-3	-11	-3
NC(=O)C1(N2CCCCC2)CCN(C(=O)CCCn2c(=O)[nH]c3ccsc3c2=O)CC1	6	-10	11	-0.9	2	-1	-5	7	6	-2	4
CSc1ccccc1NC(=O)C1C2CCC(C2)C1C(=O)O (configuration not stated)	-14	1	8	-0.8	-1	11	4	7	0	-8	28
COc1ccc(C2c3ccc4ccccc4c3Oc3ncn(CCN(C)C)c(=N)c32)cc1 (configuration not stated)	9	-4	4	1.3	16	-40	1	-8	2	-16	7
CCn1c(=O)c2sccc2n2c(CCCC(=O)NCc3cccnc3)nnc12	-11	-12	-6	-1.1	11	-3	-11	25	-10	-1	19
Cc1ccc(/C=C/C(=O)N2CCN(Cc3ccccc3)CC2)o1	-2	2	-1	-1.8	5	-60	8	4	-13	-13	11
COc1ccc2nc(Nc3nc4cc5c(cc4s3)OCO5)sc2c1	-6	-22	-2	0.6	9	-33	-11	-31	-7	-6	-1
CC(c1ccco1)N(C(=O)c1cc(Cl)cc(Cl)c1)c1ccccn1 (configuration not stated)	-9	-17	5	-1.4	-10	17	-7	1	13	2	7

(more compounds)
smiles	NR5A2 inv ag	NCOA1 inh	NOD2 RIPK2 PPI	MC4R ag barr	ABHD5 PLIN5 PPI	NCOA2 inhibitor	TLR9-MyD88 inh	SRC3 inh	NR2F2 inh	EBV LMP1 NFkB	MC4R antagonist
CC(C)CCN1C(=O)C2(OCCCO2)c2cc(Cl)ccc21	-20	7	-8	4.4	-5	-18	0	-10	8	-3	-4
Cc1cc(C(=O)COC(=O)CC2Sc3ccccc3NC2=O)c(C)n1-c1cccc(C(F)(F)F)c1 (configuration not stated)	12	-26	-9	2.2	-5	4	2	-1	-2	2	9
Cc1ccc(NC(=O)N(Cc2ccco2)C(C)c2ccco2)cc1C (configuration not stated)	1	-3	-7	0.9	0	-14	5	-9	-10	-1	-1
COc1ccc(S(=O)(=O)N(C)C[C@H]2Oc3ccc(NC(=O)Cc4cn(C)c5ccccc45)cc3C(=O)N([C@@H](C)CO)C[C@@H]2C)cc1	22	-5	1	-0.2	15	-12	-3	5	11	-1	1

From PubChem BioAssay
